Source: PubChem
FBPA Giardia inh – qHTS Assay for Inhibitors of Fructose-1,6-bisphosphate Aldolase from Giardia Lamblia; actives 0.71% (n = 290,000); purified Giardia FBPA; Potency, µM (series often up to 59.6 µM), without a hit: at the highest dose activity, negative = inhibition, usual class: inhibitors; A8B2U2; note: potency is the fitted concentration of half-maximal effect; nearly all actives have a fitted effect of over 55% in size
Target sequence (A8B2U2 whole entry, looked up): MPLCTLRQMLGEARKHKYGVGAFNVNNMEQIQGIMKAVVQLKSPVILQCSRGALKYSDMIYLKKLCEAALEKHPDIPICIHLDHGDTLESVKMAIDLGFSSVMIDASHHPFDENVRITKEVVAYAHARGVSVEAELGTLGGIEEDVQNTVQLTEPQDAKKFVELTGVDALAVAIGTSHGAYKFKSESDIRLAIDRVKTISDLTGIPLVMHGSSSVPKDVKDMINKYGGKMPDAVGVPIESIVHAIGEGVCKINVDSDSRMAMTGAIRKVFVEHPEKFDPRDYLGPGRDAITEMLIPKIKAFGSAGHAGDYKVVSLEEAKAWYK
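Giardia FBPA (40 nM reagent) was preincubated 10 min at RT with compound (up to 57.5 uM final), then substrate plus GAPDH/TPI/NAD/arsenate coupling system with diaphorase/resazurin was added; resorufin fluorescence (525/598 nm) was read after 20 min.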
HCV inh – qHTS Assay for Inhibitors of Hepatitis C Virus (HCV) | Potency, µM (titrated, usually from 41.8 µM), inactives show top-dose activity change, negative = inhibition, hits mostly inhibitors | actives 3.4% (n = 340,000) | Huh7.5.1 HCVcc-Cre infection, luciferase reporter, 44 h; note: potency is the fitted concentration of half-maximal effect
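HCVcc-Cre virus at an moi near 0.5 was added right after compound to cells cultured 4 h from seeding (1,000 cells/well). Luciferase activity was determined 44 h later, 15 min after substrate addition at RT.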
Sm TGR block – qHTS Assay for the Inhibitors of Schistosoma Mansoni Peroxiredoxins; Schistosoma mansoni thioredoxin glutathione reductase (TGR), Q962Y6; purified TGR, DTNB reduction, TNB absorbance 405 nm; Potency, µM (doses to about 114 µM), without a hit: at the top dose activity change, negative = inhibition, hits mostly inhibitors; actives 3% (n = 360,000); AID 485364, 2010; note: potency is the fitted concentration of half-maximal effect; nearly all actives have a fitted effect of over 60% in size
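Kinetic colorimetric format: TGR-catalysed, NADPH-driven DTNB reduction monitored via TNB absorbance. Enzyme dispensed at 20 nM; compound exposure 15 min at room temperature before reaction start.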
AmpC no deterg – qHTS Inhibitors of AmpC Beta-Lactamase (assay without detergent) | AmpC nitrocefin hydrolysis, absorbance 480 nm, 0.0001% Triton | P00811 | actives 0.52% (n = 330,000) | Potency, µM (titrated, usually from 57.1 µM), inactives show at the top dose activity change, negative = inhibition, usual class: inhibitors;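 note: potency is the fitted concentration of half-maximal effect; plate controls were no compound for no effect and no enzyme for full effect; nearly all actives have a fitted effect of over 20% in size; some results filed as inactive show a strong effect at the top dose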
Target sequence (P00811 whole entry, looked up): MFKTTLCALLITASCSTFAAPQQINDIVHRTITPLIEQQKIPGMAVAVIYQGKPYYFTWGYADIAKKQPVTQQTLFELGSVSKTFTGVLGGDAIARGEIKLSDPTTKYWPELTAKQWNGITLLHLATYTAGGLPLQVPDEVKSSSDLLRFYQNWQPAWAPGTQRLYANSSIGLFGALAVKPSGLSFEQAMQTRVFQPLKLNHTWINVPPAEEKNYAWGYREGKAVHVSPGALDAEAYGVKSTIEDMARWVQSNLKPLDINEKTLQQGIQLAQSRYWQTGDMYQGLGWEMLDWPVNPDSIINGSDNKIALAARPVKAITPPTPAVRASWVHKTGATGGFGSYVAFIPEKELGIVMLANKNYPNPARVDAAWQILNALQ
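AmpC (5.3 nM in the dispensed reagent) in 20 mM phosphate pH 7.0 with 0.01% (detergent screen) or 0.0001% Triton X-100 was preincubated with compounds for 15 min at room temperature. Nitrocefin was then added from an 800 uM solution, and hydrolysis was followed at 480 nm.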
HCMV antiviral – qHTS Assay for inhibitors of the human cytomegalovirus (HCMV); AID 1259415, 2018; actives 4.5% (n = 410,000); activity change, negative = inhibition, % at 57.5 µM; HFF cells, HCMV-luciferase reporter, 72 h; stronger effect = lower value; in the data active = activity change below about -60%; inconclusive = no clear call, values can overlap the other calls; inactive = above about -39%
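Two compound doses tested in HFFs infected with HCMV-luciferase, MOI 1 PFU/cell, 72 h at 37C. Lysate luminescence read with OneGlo; data normalized against buffer-only and 10uM Salinomycin inhibitor controls.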
AmpC inh detg – qHTS Inhibitors of AmpC Beta-Lactamase (assay with detergent) | P00811 | AmpC hydrolysis of nitrocefin, absorbance 480 nm, 0.01% Triton | Potency, µM (series often up to 114 µM), without a hit: at the highest dose activity change, negative = inhibition, actives largely listed as inhibitors | actives 0.041% (n = 370,000) | AID 485294, 2010;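 note: potency is the fitted concentration of half-maximal effect; 0% = no-compound wells and -100% = no-enzyme wells; nearly all actives have a fitted effect of over 25% in size; some results filed as inactive show a strong effect at the top dose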
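AmpC (5.3 nM in the dispensed reagent) in 20 mM phosphate pH 7.0 with 0.01% (detergent screen) or 0.0001% Triton X-100 was preincubated with compounds for 15 min at room temperature. Nitrocefin was then added from an 800 uM solution, and hydrolysis was followed at 480 nm.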
Starred values were filed as active, the others as inactive; ? = inconclusive; / = no result given; & = joins results of further samples; ! = a repeat was not active; [ ] = remark or other dose. Unless noted, calls come from the whole dose curve; as a rule, active = well fitted curve in the direction sought with a large enough effect; inconclusive = small, poorly fitted or top-dose-only effect, or another doubt; inactive = no such curve, though single readings can be large; an effect the other way counts as inactive or inconclusive. Unless noted, % is set by controls: 0 for no effect and ±100 for the full control effect.

Molecule	FBPA Giardia inh	HCV inh	Sm TGR block	AmpC no deterg	HCMV antiviral	AmpC inh detg
COC(=O)CNC(=O)c1ccc(=O)oc1	-1%	7%	24%	-16%	27	-2%
COc1cc(NC(=O)C2CCCN(S(=O)(=O)c3ccc4c(c3)oc(=O)n4C)C2)c(C(=O)O)cc1OC (stereo not drawn)	/	/	-2%	/	-8	6%
CCn1c(SCC(=O)NC2CCCC2)nc2c1c(=O)n(C)c(=O)n2C	5%	6%	4%	-11%	-30	2%
COC(=O)[C@H]1C[C@@H]1[C@H](NP(=O)(c1ccccc1)c1ccccc1)c1ccccc1	2%&8%	0%	-15%	126%[activator]	-11	?
COc1cccc(NC2=C(C#N)C(=O)NC(c3cccc(OC)c3O)S2)c1 (stereo not drawn)	16µM*	11%	7.9µM*	-33%	0	1%
Cc1ccc(Cn2c(C)c3cnn(CC(=O)O)c(=O)c3c2C)cc1	/	/	-13%	/	31	9%
Cc1c(NC(=O)CSc2nnnn2Cc2ccccc2)c(=O)n(-c2ccccc2)n1C	4%	-13%	0%	-17%	39	?
Nc1nc(SCc2c(F)cccc2Cl)[nH]c(=O)c1-c1ccccc1	1%	-3%	-18%	-27%	14	?
COc1ccc(CCN(Cc2cc3cc(C)ccc3[nH]c2=O)C(=O)N2CCCC2)cc1OC	-12%	-8%	-11%	99%[activator]	23	-15%
COc1cccc(C(=O)Nc2ccc3c(c2)OCO3)c1OC	3%	-6%	3%	-21%	68	-2%
COc1ccccc1NS(=O)(=O)c1cccc(C(=O)NNC(=O)C(NC(N)=O)C(C)C)c1 (stereo not drawn)	4%	15%	-5%	-14%	-30	-5%
Cc1ccc(S(=O)(=O)CCSc2cccc(C(=O)O)c2)cc1	-8%	3%	-4%	-27%	9	-8%

Next part
Molecule	FBPA Giardia inh	HCV inh	Sm TGR block	AmpC no deterg	HCMV antiviral	AmpC inh detg
Cc1cc(=O)oc(C)c1C(=O)N[C@@H]1CCCCNC1=O	6%	15%	-2%	-22%	?	?
COc1ccc(N(C(=O)c2ccco2)C(C(=O)NC2CCCC2)c2ccc(OC)c(OC)c2)cc1 (stereo not drawn)	13%	14%	-3%	37%	-28	3%
Cc1ccc(S(=O)(=O)N(CCC#N)CCN2CCCC2)cc1	-7%	9%	-13%	0%	19	?
CCN(CC)Cc1c(O)c(Cl)cc2c(C)cc(=O)oc12	-8%	1%	?	-12%[11.4 µM]	-21	1%
COc1ccc(C(=O)n2nc(C)cc2C)cc1Br	-2%	-12%	-9%	-5%	-9	-2%
CCN(CC(=O)NC1CCS(=O)(=O)C1)S(=O)(=O)c1ccc(C)cc1C (stereo not drawn)	22%	-13%	-2%	-27%	0	?
CC(C)NC(=O)C1CC(=O)N(c2ccc(F)c(Cl)c2)C1 (stereo not drawn)	7%	6%	8%	-13%	22	?
COc1ccccc1-c1nnc(SCCOc2ccccc2C)o1	/	/	4%	/	10	4%
Cc1ccc(S(=O)(=O)N[C@H](C(=O)N2CCC3(O)CCCCC3C2)c2ccccc2)cc1 (stereo partly drawn)	3%	1%	3%	28%	5	-10%
O=C(c1ccco1)c1cc2c(ccc3ccccc32)oc1=O	8%	-12%	0%	-7%	63	?
CC(C)CN(CCCNC(=O)c1cc(-c2cccs2)nc2ccccc12)CC(C)C	/	/	1%	/	-10	-5%
CC(=O)Nc1ccc(S(=O)(=O)Nc2ncccn2)cc1	-4%	2%	-5%	-6%	16	-9%

Other results.
Molecule	FBPA Giardia inh	HCV inh	Sm TGR block	AmpC no deterg	HCMV antiviral	AmpC inh detg
N#Cc1sc(=O)[nH]c1Cl	-14%	39%[activator]	/	/	7	/
CC(C)CCNC(=O)c1cc(-c2ccc(Br)s2)nc2ccccc12	/	/	-5%	/	-6	-4%
Cc1ccc(-n2ncc3c(N4CCN(Cc5ccccc5)CC4)ncnc32)cc1	/	/	0%	/	30	6%
CCCCNc1c(-c2ccc(OC)c(SC(C)CC)c2)nc2ccc(C)cn12 (stereo not drawn)	/	?	/	31%	-63*!	/
Cc1nc(Nc2ccc3c(c2)OCO3)c2oc3ccccc3c2n1	-13%	?	-6%	28%	14	-3%
CC(C)CCn1c(CN(C)Cc2ccccc2)nc2c1c(=O)n(C)c(=O)n2C	1%	-27%	10%	87%[activator]	-31	?
Cc1cc(=O)oc(C)c1C(=O)OCC(=O)c1ccc(Cl)c(Cl)c1	-2%	-30%	1%	-1%	-19	?
Cc1ccc(CN(C)C(=O)C2CCN(C(=O)Nc3ccccc3)CC2)o1	/	-5%	?	0%	-26	-19%
CN1CCC(=NNC(=O)c2ccco2)CC1	-5%	16%	-20%	-8%	17	3%
O=C(NCCc1ccc(Cl)cc1)c1cccc(NC2=NC3CS(=O)(=O)CC3S2)c1 (stereo not drawn)	-25%	-2%	10%	-43%	12	?
CCOP(=O)(OCC)C(C)(C)NC(=O)c1cc([N+](=O)[O-])cc([N+](=O)[O-])c1	-5%	12%	-7%	-1%	65	-2%
CNCc1ccccc1Sc1ccc(OC)c(OC)c1	-1%	-5%	6%	-12%	63	-11%

The list goes on:
Molecule	FBPA Giardia inh	HCV inh	Sm TGR block	AmpC no deterg	HCMV antiviral	AmpC inh detg
CC(=O)OC(COc1ccccc1)Cn1cnc2cc(C)c(C)cc21 (stereo not drawn)	-19%	?	-11%&-7%	-1%	4&-3	?
CC1CN(C(=O)c2ccc(Br)c(S(=O)(=O)N3CCOCC3)c2)CC(C)O1 (stereo not drawn)	/	4%	2%	-11%	0	?
Cc1nc2ccccc2c2c1CC(C)S2 (stereo not drawn)	1%	?	-11%	0%	?	-6%
CCN(CC)c1cc(NC2CCCCC2)c2c3c(onc13)-c1ccccc1C2=O	/	/	-4%	/	-26	16%
COc1ccc(CCNC(=O)Cn2nc(-c3ccc(Cl)cc3)ccc2=O)cc1OC	/	/	0%	/	?	7%
CC(Nc1[nH]c(=O)n(C)c(=O)c1N=O)c1ccccc1 (stereo not drawn)	-23%	17%	3%	-21%	-34	-7%
COc1ccccc1NC(=O)COc1ccc2c(c1)OCO2	-1%	1%	5%	-19%	21	-4%
COc1ccc(C(=O)NCc2nnc(SCC(=O)Nc3ccc(F)cc3)n2-c2ccccc2)cc1	/	/	-4%	/	1	-10%
CC(Oc1cccc(Cl)c1)C(=O)Nc1cc(S(=O)(=O)N2CCOCC2)ccc1N1CCCCC1 (stereo not drawn)	/	22µM*	-7%	61%[activator]	-36	?
COc1ccc(Cc2nnc(Nc3ccc(C)cc3C)[nH]c2=O)cc1	1%	-26%	1%	-36%	14	0%
Cc1ccn2nc(C(=O)OCC(=O)N(CC(C)C)C3CCS(=O)(=O)C3)nc2n1 (stereo not drawn)	/	14%	7%	-13%	-32	5%
Cc1cc(NC(=O)C2CCCCC2)nc2c1c(=O)oc1ccccc12	2%	?	0%	-21%	5	-13%

New compounds follow
Molecule	FBPA Giardia inh	HCV inh	Sm TGR block	AmpC no deterg	HCMV antiviral	AmpC inh detg
Oc1c(C(c2ccccc2)N2CCC3(CC2)OCCO3)sc2nc(-c3ccco3)nn12 (stereo not drawn)	/	/	0%	/	14	-1%
COc1ccc(C(CNC(=O)C(CCSC)NC(=O)c2ccccc2OC)N2CCCCC2)cc1 (stereo not drawn)	/	-21%	2%	59%	15	7%
O=C(CCN1C(=O)c2ccncc2C1=O)NCc1ccc(Cl)cc1	5%	-7%	-1%	-10%	52	-6%
O=C(COc1ccc2c3c(c(=O)oc2c1)CCC3)N1CCCC1	-1%	-11%	2%	-14%	22	-9%
OC1(c2ccc(F)cc2)CCNC1 (stereo not drawn)	0%	6%	-20%	-4%	-66*	0%
CCc1ccccc1NC(=O)c1cc(S(=O)(=O)N2CCCC2)cn1C	/	/	0%	/	-19	14%
COc1ccccc1N(C(=O)CNS(=O)(=O)c1ccccc1)C(C(=O)NCc1ccco1)C(C)C (stereo not drawn)	-1%	11%	-25%	0%	1	-17%
CC(C)Oc1ccc(CNC(=O)c2ccc(CS(=O)c3cccc(Cl)c3)o2)cc1 (stereo not drawn)	/	/	?	/	-26	-5%
CN(C)S(=O)(=O)c1ccc2c(c1)Cc1cc(S(=O)(=O)N(C)C)ccc1-2	6%	2%	9%	-4%	-35	-2%
Cc1c(C(=O)OC(C)CCN(C)C)oc2ccccc12 (stereo not drawn)	-7%	-10%	0%	-1%	44	-7%
COc1cc2ncc(S(=O)(=O)c3ccccc3)c(N3CCC4(CC3)OCCO4)c2cc1OC	0%	?	-1%	131%[activator]	-32	-1%
O=S(=O)(NCc1ccccc1Cl)c1ccc(N2CCCCS2(=O)=O)cc1	/	/	-6%	/	?	-4%

More compounds follow:
Molecule	FBPA Giardia inh	HCV inh	Sm TGR block	AmpC no deterg	HCMV antiviral	AmpC inh detg
COc1cccc2c1CCC(NC(C)=O)C2=O (stereo not drawn)	?	22%	-13%	-22%	?	-14%
CCCOc1ccc(/C=C/C(=O)Nc2sc3c(c2C(=O)OCC)CCC(C)C3)cc1OC (stereo not drawn)	/	/	-1%	/	-2	9%
CC1=C(C(=O)OC(C)C)C2(O)C(=O)c3ccccc3C2(O)N1 (stereo not drawn)	-28%	8%	1%	-9%	-40	-14%
COc1ccc2c(c1)C(c1cccs1)=NNC(c1cccnc1)=N2	-3%	?	1%[57.1 µM]	109%[activator]	-23	8%
CC1Cc2ccccc2N1S(=O)(=O)c1cccc(C(=O)NCc2ccco2)c1 (stereo not drawn)	/	?	/	-32%	?	/
Cc1ccc(NC(=S)NC2CCSc3ccccc32)cc1 (stereo not drawn)	3%	?	-1%	-43%	?	-8%
Cc1ccc(C2=NN(C(=O)c3ccccc3F)C(c3ccccc3F)C2)cc1 (stereo not drawn)	14%	-46%	10%	-45%	-10	-3%
Cc1cc(C)cc(C(=O)N2CCN=C2c2ccccc2)c1	3%	12%	4%	-14%	?	-4%
Cc1cccc(C(=O)Oc2ccc(/C=N/NC(=O)c3cc(O)cc(O)c3)cc2)c1	-6%	21%	2%	-52%	?	?
COCc1c(C(=O)NC2CCCCCC2)oc2ccccc12	-2%	1%	0%	-5%	6	2%
CC(=O)Nc1ccc(OCCOc2ccc(/C=C3\C(=N)N4N=C(C)SC4=NC3=O)cc2)cc1	1%	19%	3%	-15%	-23	5%

Fetched by structure from the list above:
Molecule	FBPA Giardia inh	HCV inh	Sm TGR block	AmpC no deterg	HCMV antiviral	AmpC inh detg
COCc1c(C(=O)NC2CCCCCC2)oc2ccccc12	-2%	1%	0%	-5%	6	2%
CCCOc1ccc(/C=C/C(=O)Nc2sc3c(c2C(=O)OCC)CCC(C)C3)cc1OC (stereo not drawn)	/	/	-1%	/	-2	9%
Cc1ccc(NC(=S)NC2CCSc3ccccc32)cc1 (stereo not drawn)	3%	?	-1%	-43%	?	-8%
CC1=C(C(=O)OC(C)C)C2(O)C(=O)c3ccccc3C2(O)N1 (stereo not drawn)	-28%	8%	1%	-9%	-40	-14%
Cc1cccc(C(=O)Oc2ccc(/C=N/NC(=O)c3cc(O)cc(O)c3)cc2)c1	-6%	21%	2%	-52%	?	?
